Bioassay records (PubChem)
M1 antag = human CHRM1 antagonism; P11229; CHO-K1 hM1, Fluo-8 calcium fluorescence, ACh EC80 antagonist; inhibition, % at 3 µM; 360,000 compounds, 1.3% hits;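 active = percent inhibition above its own plate's cutoff, namely the mean of that plate's compound wells plus 3 SD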;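 also: peak over basal fluorescence ratio during 140 s after agonist addition; 0% = ACh EC80 plus DMSO and 100% = DMSO alone without agonist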
CHO-K1 Ca antag = M1 antagonist counterscreen hit in parental CHO-K1 cells; ATP-induced calcium, Fluo-8 fluorescence; inhibition, % at 3 µM; 360,000 compounds, 0.6% hits; AID 602250;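 active = inhibition above a per-plate cutoff, the plate's mean sample inhibition plus 3 SD, cut at about 24% in these data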;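 also: 0% = DMSO plus EC80 ATP and 100% = DMSO alone without ATP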
OXTR potentiate = human OXTR potentiation | P30559 | CHO-OTR cells, Fluo-8 calcium fluorescence, potentiator mode; 0% = oxytocin EC15, 100% = EC100 | activation, % at 3 µM | 320,000 compounds, 0.061% hits | AID 2445;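 active = activation above that plate's cutoff, the mean activation of tested compounds plus 3 SD, cut at about 6.6% in these data, passing the limit was not always enough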;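 also: 100% uses oxytocin at 75 nM as the full agonist control; some results filed as inactive read as strong as hits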
Target sequence (P30559 whole entry, looked up): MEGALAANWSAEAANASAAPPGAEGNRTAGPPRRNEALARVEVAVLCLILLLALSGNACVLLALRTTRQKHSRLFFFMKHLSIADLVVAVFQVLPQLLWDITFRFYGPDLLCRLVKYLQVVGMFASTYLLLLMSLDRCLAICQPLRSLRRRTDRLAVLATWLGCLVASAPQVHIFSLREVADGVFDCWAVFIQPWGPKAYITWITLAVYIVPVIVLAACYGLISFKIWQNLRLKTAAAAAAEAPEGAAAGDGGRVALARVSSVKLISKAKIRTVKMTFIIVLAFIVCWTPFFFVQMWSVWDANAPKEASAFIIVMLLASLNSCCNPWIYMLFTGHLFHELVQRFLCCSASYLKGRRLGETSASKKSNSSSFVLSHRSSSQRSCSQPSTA
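Material: CHO-OTR cells, human receptor; compound dosing: single dose, 3.0 µM nominal final compound concentration; schedule: 6 min compound pre-incubation at room temperature, 100 s kinetic read; measured by: kinetic Fluo-8 calcium fluorescence; read-out basis: % activation vs EC15 and EC100 oxytocin; controls: EC15 oxytocin alone as 0%, 75 nM oxytocin as 100%; replicates: singlicate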
CHRM1 PAM = human CHRM1 positive allosteric modulation; P11229; CHO-K1 hM1, Fluo-8 calcium fluorescence, ACh EC20; 0% = ACh EC20, 100% = maximal ACh; activation, % at 3 µM; 360,000 compounds, 0.088% hits; in the data active = activation above about 19%, passing the limit was not always enough
CHO-K1 Ca ag = nonselective activator or artifact in parental CHO-K1 cells; 360,000 compounds, 0.48% hits; AID 602248; Fluo-8 calcium fluorescence; scaled to maximal ATP response, vehicle zero; activation, % at 3 µM; in the data active = activation above about 15%;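 also: untransfected CHO-K1 host cells lacking M1 receptor as counterscreen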
M4 antag = antagonists of human muscarinic M4 receptor (CHRM4) | CHO-hM4 cells, ACh EC80, Fluo-8 calcium fluorescence | inhibition, % at 3 µM | 360,000 compounds, 0.73% hits | AID 624125;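 active = inhibition above its plate's cutoff, the mean inhibition of sample wells plus 3 SD, cut at about 27% in these data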;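 also: 0% = acetylcholine EC80 with DMSO and 100% = DMSO without agonist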
Target sequence (P08173 whole entry, looked up): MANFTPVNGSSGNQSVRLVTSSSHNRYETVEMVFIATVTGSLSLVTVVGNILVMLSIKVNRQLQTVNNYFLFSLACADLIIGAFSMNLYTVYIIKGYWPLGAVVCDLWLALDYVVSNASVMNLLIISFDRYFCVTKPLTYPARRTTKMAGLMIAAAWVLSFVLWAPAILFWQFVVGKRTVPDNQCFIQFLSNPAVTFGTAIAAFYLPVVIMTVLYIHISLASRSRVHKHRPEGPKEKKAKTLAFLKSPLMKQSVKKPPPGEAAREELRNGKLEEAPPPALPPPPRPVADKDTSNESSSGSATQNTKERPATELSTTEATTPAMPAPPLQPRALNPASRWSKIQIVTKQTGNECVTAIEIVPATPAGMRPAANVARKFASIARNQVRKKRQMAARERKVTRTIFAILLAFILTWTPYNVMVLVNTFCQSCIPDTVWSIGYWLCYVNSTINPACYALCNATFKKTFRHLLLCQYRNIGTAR
CHRM1 agonist = activates human CHRM1 receptor; activation, % at 3 µM; CHO-K1 hM1, Fluo-8 calcium fluorescence, agonist mode; 0% DMSO, 100% acetylcholine EC100; P11229; AID 588814; 360,000 compounds, 0.33% hits;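 active = activation above the run's mean compound activation plus 3 SD, cut at about 16% in these data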;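 also: peak over basal fluorescence ratio within a 140 s kinetic read after compound addition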
CHO parental Ca = signal in parental CHO cells, OX1R antagonist counter-screen. AID 463079. parental CHO-K1, ATP-induced calcium, Fluo-8 fluorescence. inhibition, % at 5.6 µM. 330,000 compounds, 0.63% hits;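 active = inhibition above that plate's mean sample inhibition plus 3 SD, cut at about 26% in these data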;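 also: 0% = ATP-challenged DMSO wells and 100% = DMSO wells without ATP; some compounds past the cut are filed as inactive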
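test system = CHO parental line | reagent = ATP stimulus | measured by = intracellular calcium via Fluo-8 no-wash fluorescent dye | control set = ATP and no-ATP DMSO wells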
CHRM4 agonist = CHRM4 agonism in calcium assay; P08173; CHO-K1 hM4/Gqi5, Fluo-8 calcium fluorescence; vehicle 0%, full acetylcholine response 100%; activation, % at 3 µM; 360,000 compounds, 0.14% hits; AID 624127;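 active = activation above the run mean over all test wells plus 3 SD, cut at about 32% in these data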;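 also: peak over basal fluorescence ratio per well then scaled between controls; 0% = DMSO wells and 100% = acetylcholine at EC100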
An asterisk follows results filed as active; . = not tested or not shown.

Each structure is followed by: M1 antag | CHO-K1 Ca antag | OXTR potentiate | CHRM1 PAM | CHO-K1 Ca ag | M4 antag | CHRM1 agonist | CHO parental Ca | CHRM4 agonist
[1] CCOC(=O)Cn1cc(Cl)cc(C(=O)Nc2ccccc2)c1=O
→ -14.7 | -18.9 | -4.5 | 7.1 | 0.3 | -7.9 | -4.1 | -17.4 | 2.9
[2] CCc1ccccc1-n1ncc(C(=O)Nc2ccc(OC)cc2)c1C
→ -7.0 | -0.5 | . | 4.4 | 7.2 | 1.9 | -1.9 | . | 7.4
[3] Cc1c(N=Cc2ccc[nH]2)c(=O)n(-c2ccccc2)n1C
→ 15.8 | -8.1 | -8.6 | -10.8 | -0.3 | -6.1 | -3.4 | -8.8 | -0.3
[4] CC1CCCC(C)N1CC(O)Cn1c2ccccc2c2ccccc21 (stereo not given)
→ -9.2 | -10.4 | -3.9 | -3.2 | 1.8 | 4.2 | -7.9 | -17.5 | 2.8
[5] Cc1nc2ccc(S(=O)(=O)NCC(=O)NC(C)c3ccccc3)cc2s1 (stereo not given)
→ -3.4 | -12.9 | -5.8 | 4.0 | -0.2 | 5.9 | -5.3 | 8.7 | 0.9
[6] CCOC(=O)c1ccc(N=c2sc(C(=O)OC)cc(=O)n2C2CC2)cc1
→ -5.5 | -4.4 | -5.0 | 6.6 | 0.3 | 6.3 | 0.2 | -7.3 | 6.3
[7] CC(C)CCNC(=O)c1c[nH]c2ccc(S(=O)(=O)N3CCOCC3)cc2c1=O
→ 9.3 | -7.5 | -6.3 | -2.9 | 1.1 | 7.2 | -0.6 | 1.5 | 0.8
[8] C/C(=N\O)c1noc(C)c1C(=O)Nc1nccs1
→ -7.2 | -10.6 | -5.3 | 4.2 | 0.3 | 13.4 | -5.4 | 1.5 | 0.1
[9] O=C(NNC(=O)c1ccncc1)Nc1ccccc1
→ -5.8 | -19.5 | -7.2 | 12.1 | 0.7 | 0.5 | -3.3 | -7.3 | 0.5
[10] O=C(COC(=O)Cc1ccccc1F)NNC(=O)c1ccc([N+](=O)[O-])cc1
→ -12.4 | -2.8 | -0.4 | 3.2 | 0.9 | 4.5 | -2.8 | -7.9 | 4.6
[11] CC1Cc2ccccc2N1C(=O)CSc1nc2c(c(=O)n(C)c(=O)n2C)n1Cc1ccccc1 (stereo not given)
→ 41.0* | 1.4 | -14.4 | -17.7 | 5.1 | 15.4 | -3.1 | -30.8 | 8.7
[12] CCOC(=O)N1CCC(N2Cc3cccc(C(=O)Nc4c(C)cccc4CC)c3C2=O)CC1
→ 5.1 | -21.9 | -1.4 | 0.2 | 0.8 | -3.8 | -1.3 | -34.1 | -0.3
[13] CC(C)(C)c1ccc(C(=O)N2CCN(C(=O)c3cccs3)CC2)cc1
→ 12.6 | 3.5 | -5.8 | -6.3 | -0.3 | -0.4 | -4.2 | -4.5 | 2.5
[14] O=S(=O)(/C=C/c1ccccc1)N1CCOCC1
→ -6.9 | -10.9 | 0.2 | 5.5 | 1.2 | -10.7 | -3.5 | -3.2 | -0.1
[15] COc1cc([N+](=O)[O-])ccc1NC(=O)CC1SC(=Nc2ccc(F)cc2)N(CCC2=CCCCC2)C1=O (stereo not given)
→ 7.5 | 3.3 | -7.3 | -2.5 | 0.4 | 8.6 | -4.8 | -11.8 | 0.9
[16] Cc1ccc(-c2onc(C)c2C)cc1S(=O)(=O)N1CCOc2ccccc21
→ 22.9 | 1.1 | -12.0 | -13.7 | 6.5 | -4.0 | -1.6 | -9.8 | 6.1
[17] OC[C@@H]1CN(Cc2ccc(F)cc2)C[C@H](n2cnc3c(N4CCOCC4)ncnc32)O1
→ -22.0 | -13.6 | . | 9.8 | 1.1 | -12.0 | 0.9 | . | 3.0
[18] COC(=O)COc1ccc(-c2nccc(-c3ccc(Br)cc3)n2)cc1
→ -7.7 | -10.1 | -10.0 | 6.0 | -0.5 | -3.4 | -4.9 | -5.3 | -0.7
[19] O=C1NC(=Nc2ccccc2)S/C1=C/c1cccs1
→ -4.9 | 4.2 | -3.3 | 2.6 | 2.5 | -8.8 | -5.8 | -16.7 | 3.8
[20] CCCc1cc(=O)oc2cc(C)cc(OCC(=O)N3CCC(C(N)=O)CC3)c12
→ 6.8 | 6.4 | 1.9 | -2.1 | 0.3 | -11.5 | -4.4 | -6.8 | 1.3
[21] COc1cc(Cl)c(C)cc1NC(=O)CSCC#N
→ -4.8 | -6.7 | -11.1 | 6.6 | 0.3 | -7.3 | -6.2 | -15.0 | 0.2
[22] Cc1ccc(Cl)c(OC(=O)c2ccc(N3CCOCC3)c([N+](=O)[O-])c2)c1
→ -8.3 | -11.5 | -2.7 | -0.6 | 2.0 | -12.4 | -7.0 | -16.5 | 5.0
[23] Cn1ncc2c(=S)nc(Cl)[nH]c21
→ 9.4 | -13.1 | . | 9.0 | 0.6 | -7.4 | -0.1 | . | -0.8
[24] Cc1cc(C)c[n+](-c2nc3ccccc3nc2[N-]S(=O)(=O)c2cccs2)c1
→ 2.1 | 8.3 | 0.0 | -0.4 | 0.2 | -6.8 | -6.1 | -9.7 | 0.9
[25] Cc1cc(C(C)(C)C)cc(C)c1CCNC(=O)c1c(C)noc1C
→ -2.6 | -9.9 | . | -2.6 | 2.9 | 2.8 | -3.8 | . | 7.2
[26] CCCCn1c(O)c(C=NCCCN(C)C)c(=O)[nH]c1=O
→ -0.3 | 2.6 | -4.2 | -0.8 | -0.3 | -5.8 | -4.9 | -10.7 | -0.1
[27] O=C(CSc1nc2[nH]ncc2c(=O)[nH]1)Nc1ccccc1
→ -6.0 | -0.9 | -7.4 | 5.4 | -0.3 | -2.4 | -5.2 | -3.2 | 0.3
[28] C[C@@H]1C=C(C(=O)N2CCN(Cc3ccccc3)CC2)O[C@H](OCc2ccc(CO)cc2)C1
→ 12.3 | -1.3 | -7.6 | -6.3 | 0.2 | -9.6 | -4.2 | -11.0 | 7.1
[29] Cn1ccc(C(=O)N/N=C/c2c[nH]c3ccccc23)n1
→ -13.8 | -9.6 | -6.6 | 12.3 | 1.0 | -23.3 | 3.5 | -1.2 | 2.5
[30] CCc1nc2sc(C#N)c(N)c2c2c1CCCC2
→ -27.4 | -9.2 | 5.6 | 8.1 | -0.2 | -11.2 | -5.0 | -19.5 | 0.5
[31] CCNC(=O)C1(C)CCCN(C(=O)c2oc3ccccc3c2C)C1 (stereo not given)
→ -21.1 | -7.0 | . | 14.3 | 0.4 | -7.7 | 0.6 | . | -0.8
[32] Cc1c(/C=N/NC(=O)C2(O)c3ccccc3-c3ccccc32)cnn1C
→ -0.2 | 0.9 | -1.5 | 1.5 | 0.2 | -7.0 | -6.8 | -5.5 | 2.6
[33] c1ccc(-c2cc3ccccc3[nH]2)cc1
→ -18.4 | -7.8 | -5.2 | -5.3 | 0.7 | -6.5 | -4.6 | -14.3 | -0.8
[34] CN1/C(=C/C=C/c2n(C)c3cc([N+](=O)[O-])c([N+](=O)[O-])cc3[n+]2C)C(C)(C)c2ccccc21
→ 7.7 | 1.3 | . | -4.4 | -0.6 | 7.4 | -9.6 | . | -1.1
[35] COc1cc(-c2n[nH]c(=S)n2C(C)c2ccccc2)cc(OC)c1OC (stereo not given)
→ -4.1 | 7.4 | -4.2 | 6.8 | 1.1 | 15.3 | -4.6 | -15.2 | 0.3
[36] COCC(=O)N(Cc1cc2cccc(C)c2[nH]c1=O)c1ccccc1
→ -3.2 | 22.4 | 3.6 | 9.8 | -0.3 | 1.1 | 0.5 | -12.4 | 1.8
[37] Cc1cc(=O)oc2cc(OCC(=O)N3CCCc4ccccc43)ccc12
→ 6.5 | -2.5 | -29.0 | 0.0 | 1.2 | 7.6 | -4.2 | -21.2 | 1.8
[38] N#CC1=C(N)Oc2nc[nH]c(=O)c2C1c1cccs1 (stereo not given)
→ -3.9 | -10.0 | -13.6 | 5.1 | 0.1 | 2.3 | -6.2 | -1.1 | 0.2
[39] O=C(N/N=C\c1cc([N+](=O)[O-])ccc1N1CCOCC1)c1ccccn1
→ -1.2 | 7.4 | -4.1 | 7.5 | 0.0 | -1.3 | -7.2 | -4.6 | 0.6
[40] CCn1nc(C)c(CN2CCC(n3nccc3NC(=O)c3ccc4c(c3)OCO4)CC2)c1C
→ -4.3 | 1.5 | 4.4 | 1.1 | 0.3 | -8.2 | -3.4 | -17.1 | 0.4
[41] CCOC(Cn1ccc(=O)[nH]c1=O)OCC
→ -20.7 | -15.8 | -1.0 | 11.0 | 6.8 | -11.9 | -3.0 | 0.7 | 0.4
[42] CCOC(=O)C(=Nc1ccccc1)NO
→ -8.3 | -0.5 | 0.5 | 9.8 | 3.3 | -1.5 | -5.2 | -1.1 | 0.6
[43] CCC(=O)c1cc2c(C)cc(=O)oc2c(C)c1OC(=O)C(C)C
→ 10.6 | 4.3 | -4.8 | -1.0 | 0.1 | 3.1 | 1.3 | -24.9 | 1.4
[44] Cc1ccc(N2C(=O)c3cccc([N+](=O)[O-])c3C2=O)cc1C
→ 6.3 | 3.6 | 1.4 | -0.7 | -0.1 | -10.1 | -4.6 | -11.0 | 1.9
[45] CCCN(CCC)C(=O)CC(c1ccccc1)C1CCOC(C)(C)C1 (stereo not given)
→ -18.8 | -13.8 | -2.1 | 13.1 | 0.1 | -0.9 | -2.9 | -30.9 | 1.0
[46] c1ccc(CCn2c3ccccc3c3nnc(SCc4ccc5nonc5c4)nc32)cc1
→ -0.4 | -12.1 | -3.1 | 3.6 | 0.3 | 2.5 | -4.2 | -3.9 | 0.1
[47] O=C(CSc1nncn1-c1cccnc1)N(c1ccccc1)c1ccccc1
→ -8.2 | 4.3 | -15.6 | 7.8 | 1.3 | 5.0 | -5.5 | 8.4 | 1.7
[48] N#C/C(=N\Nc1ccc(F)cc1)C(=O)C1CC1
→ -8.9 | -1.8 | -16.7 | 2.8 | 8.0 | -0.4 | 3.1 | 0.2 | 5.1
[49] CCC(CO)n1c(=S)[nH]c2cc(OC)c(OC)cc2c1=O (stereo not given)
→ -8.2 | -9.6 | -1.1 | 11.9 | 1.1 | -10.7 | 6.8 | 3.2 | 3.0
[50] CCc1ccc(N(CC(=O)N2CCCC2)S(C)(=O)=O)cc1
→ -6.7 | -7.8 | . | 10.2 | 0.5 | -7.7 | -1.7 | . | 0.8
[51] CC(=O)Oc1cccc(/C=C2\Sc3ccccc3C2=O)c1
→ -6.5 | 4.0 | -8.9 | 21.5 | 0.8 | -0.8 | 2.1 | 0.4 | 1.0
[52] CCOC(=O)c1cccc(NC(=O)Cn2c(CC(=O)NC)nc3ccccc32)c1
→ 2.6 | -13.0 | -5.5 | -3.0 | 1.8 | -2.1 | -2.5 | -10.0 | 2.4

Whole records as entered above. Values in the order: M1 antag	CHO-K1 Ca antag	OXTR potentiate	CHRM1 PAM	CHO-K1 Ca ag	M4 antag	CHRM1 agonist	CHO parental Ca	CHRM4 agonist
CCOC(=O)C(=Nc1ccccc1)NO as listed: -8.3	-0.5	0.5	9.8	3.3	-1.5	-5.2	-1.1	0.6
Cn1ncc2c(=S)nc(Cl)[nH]c21 as listed: 9.4	-13.1	.	9.0	0.6	-7.4	-0.1	.	-0.8
Cc1ccc(N2C(=O)c3cccc([N+](=O)[O-])c3C2=O)cc1C as listed: 6.3	3.6	1.4	-0.7	-0.1	-10.1	-4.6	-11.0	1.9
